SENP7 block: inhibitors of human SENP7 protease. 330,000 tested, 1.5% active. recombinant SENP7, Z-RLRGG-aminoluciferin luminescence, 40 min. AID 434973. inhibition, % at 5 µM;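 active = inhibition above about 50% at the single test dose, limit read from the data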;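 also: plate controls were DMSO with enzyme for no effect and no enzyme buffer wells for full effect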
SENP8 inh: SENP8 protease inhibition; AID 2540; purified SENP8, Z-RLRGG-aminoluciferin cleavage, luminescence; Q96LD8; 330,000 tested, 1.2% active; inhibition, % at 10 µM
HKDC1 inhibitor: HKDC1 (human) hexokinase inhibition | inhibition, % at 20 µM | Q2TB90 | 340,000 tested, 0.16% active | recombinant HKDC1, G6PDH/diaphorase resazurin coupled fluorescence;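 active = inhibition above about 35% when tested at 20 µM, limit read from the data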;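 also: plate controls were DMSO wells with enzyme for no effect and DMSO wells lacking enzyme for full effect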
Target sequence (Q2TB90 whole entry, looked up): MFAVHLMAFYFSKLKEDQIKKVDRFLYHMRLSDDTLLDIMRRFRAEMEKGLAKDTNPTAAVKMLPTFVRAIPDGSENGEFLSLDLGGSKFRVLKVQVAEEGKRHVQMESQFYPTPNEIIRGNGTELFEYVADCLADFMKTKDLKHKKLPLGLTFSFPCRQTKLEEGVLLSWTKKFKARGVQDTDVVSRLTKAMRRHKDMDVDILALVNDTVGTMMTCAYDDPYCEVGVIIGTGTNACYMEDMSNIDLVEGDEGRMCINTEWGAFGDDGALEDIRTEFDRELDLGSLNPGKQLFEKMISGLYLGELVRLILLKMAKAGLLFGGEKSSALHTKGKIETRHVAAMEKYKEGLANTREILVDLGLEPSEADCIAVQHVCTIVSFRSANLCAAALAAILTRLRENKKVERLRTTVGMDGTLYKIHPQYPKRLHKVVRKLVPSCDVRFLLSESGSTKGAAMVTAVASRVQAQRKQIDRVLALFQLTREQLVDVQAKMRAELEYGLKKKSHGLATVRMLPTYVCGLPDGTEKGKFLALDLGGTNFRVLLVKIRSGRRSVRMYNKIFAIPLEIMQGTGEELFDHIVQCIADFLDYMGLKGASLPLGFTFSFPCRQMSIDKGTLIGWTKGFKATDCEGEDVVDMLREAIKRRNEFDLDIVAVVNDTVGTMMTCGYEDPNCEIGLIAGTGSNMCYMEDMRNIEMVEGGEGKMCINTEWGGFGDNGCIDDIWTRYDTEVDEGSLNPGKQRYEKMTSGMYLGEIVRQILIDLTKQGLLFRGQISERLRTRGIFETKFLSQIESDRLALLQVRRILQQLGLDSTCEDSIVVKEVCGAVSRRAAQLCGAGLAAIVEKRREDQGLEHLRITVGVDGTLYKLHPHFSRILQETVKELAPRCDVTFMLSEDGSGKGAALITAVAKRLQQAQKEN
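Material – in-house recombinant HK5 (HKDC1) enzyme · Quantity – HKDC1 at 5 µg/mL · Buffer or medium – pH 8.0 Tris buffer with 10 mM MgCl2 · Reagent – glucose with 1 mM ATP · Dosing – single 20 µM dose · Times – reaction time 90 min, room temperature, protected from light · Technique – resorufin fluorescence at 613 nm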
UBC13 inh: inhibitors of human UBC13 polyubiquitin chain formation; P61088; 330,000 tested, 0.47% active; inhibition, % at 20 µM; TR-FRET; in the data active = inhibition above about 45%, passing the limit was not always enough
Jurkat NFkB inh: lowers PMA/ionomycin-induced NF-kB signal in Jurkat cells; PMA/ionomycin-induced NF-kB luciferase reporter, luminescence; inhibition, % at 4 µM; 330,000 tested, 0.53% active
Apaf-1 inh: blocks human Apaf-1 apoptosome activity; O14727; reconstituted apoptosome caspase-3 activity, DEVD-Rh110 fluorescence; inhibition, % at 20 µM; 330,000 tested, 0.71% active; AID 489030; active = inhibition of at least 40% at 20 µM;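 also: plate controls were DMSO wells for no effect and DEVD-CHO caspase inhibitor wells for full effect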
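Assay system: Apoptosome proteins | Medium: pH 7.5 Hepes buffer with CHAPS, BSA, DTT | Also added: Cytochrome c and DEVD-Rh110 substrate | Times: 30 min plus 50 min, RT | Detection: Rhodamine 110 fluorescence at Ex 480/Em 540 nm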
Gli-Sufu antag: antagonists of Gli-Sufu signaling; AID 588413; inhibition, % at 5 µM; Sufu-KO-LIGHT fibroblasts, Gli luciferase reporter luminescence; 340,000 tested, 0.74% active;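 active = inhibition above about 55%, limit read from the data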;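 also: 0% = DMSO-treated cells and 100% = wells with medium but no cells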
697 NFkB inh: inhibitors of the PMA/ionomycin-induced NF-kB reporter in 697 B cells | 697 B-cell NF-kB luciferase reporter, 16 h | inhibition, % at 4 µM | 330,000 tested, 0.33% active | AID 435022; in the data active = inhibition above about 35%
The depositor's hits bear a star; . = no result given. Rule as the data show it, unless noted: active = inhibition above about 50%; inactive = the rest. No enrichment for hits; overall some 3.6% were active at least once.

SMILES	SENP7 block	SENP8 inh	HKDC1 inhibitor	UBC13 inh	Jurkat NFkB inh	Apaf-1 inh	Gli-Sufu antag	697 NFkB inh
CCOC(=O)C(=O)c1c(-c2ccccc2)nc2ccccn12	-2.8	-5.1	11.5	-6.7	-6.4	-2.2	10.3	13.6
CN(C)NC(=S)Nc1ccc(S(=O)(=O)N2CCCCC2)cc1	1.5	-2.8	-6.1	8.5	2.3	-21.3	-6.2	13.7
O=C(NCCC1=CCCCC1)c1cnsn1	4.1	-6.1	-6.2	11.0	-34.2	-5.5	-30.7	-45.3
COc1ccc(C(=O)NCc2ccon2)cc1OC1CCN(C(C)C)CC1	-2.3	6.5	-5.1	-8.4	-1.3	11.0	38.0	-18.3
Cc1ccc(CN2CCN(Cc3cn[nH]c3-c3cccc(F)c3)CC2CCO)o1 (configuration not stated)	6.6	6.8	-1.7	15.4	7.9	-4.8	8.8	-2.6
COc1cccc(CNC(=O)c2cc3ccccn3n2)c1	4.7	1.9	-1.8	4.8	-2.6	-0.7	-5.8	-4.6
O=C(O)c1ccccc1-c1ccccc1C(=O)NCc1ccccc1Cl	-4.2	10.8	-6.4	5.5	2.8	-3.7	-4.6	1.1
O=C(Nc1ccccc1)N1CCCN(c2ccc(C(F)(F)F)cn2)CC1	-2.5	-5.6	3.6	4.3	24.9	-16.8	7.8	-12.7
CCOc1cc(CN2CCN(c3ccc(C(C)=O)cc3)CC2)ccc1OC	4.5	1.5	-2.9	10.8	10.1	-13.4	9.6	-10.4
O=C(Cn1c(=O)[nH]c2ccsc2c1=O)N1CCN(c2ccc(F)cc2)CC1	9.1	2.5	3.9	-3.2	9.0	2.1	3.8	1.7

2 entries from above, as labelled records:
> CCOC(=O)C(=O)c1c(-c2ccccc2)nc2ccccn12
  SENP7 block: -2.8
  SENP8 inh: -5.1
  HKDC1 inhibitor: 11.5
  UBC13 inh: -6.7
  Jurkat NFkB inh: -6.4
  Apaf-1 inh: -2.2
  Gli-Sufu antag: 10.3
  697 NFkB inh: 13.6

> CN(C)NC(=S)Nc1ccc(S(=O)(=O)N2CCCCC2)cc1
  SENP7 block: 1.5
  SENP8 inh: -2.8
  HKDC1 inhibitor: -6.1
  UBC13 inh: 8.5
  Jurkat NFkB inh: 2.3
  Apaf-1 inh: -21.3
  Gli-Sufu antag: -6.2
  697 NFkB inh: 13.7

More structures follow:
SMILES	SENP7 block	SENP8 inh	HKDC1 inhibitor	UBC13 inh	Jurkat NFkB inh	Apaf-1 inh	Gli-Sufu antag	697 NFkB inh
CC(=O)OC(/C(O)=C(\C#N)c1nc2ccccc2[nH]1)c1ccccc1 (configuration not stated)	2.9	3.8	0.5	-13.4	2.0	-6.0	-1.5	19.3
Cc1ccc(F)c(NC(=O)c2ccc(Cn3cc(Cl)cn3)cc2)c1	12.7	-6.3	-2.1	-6.1	4.8	8.6	-4.0	-4.6
N#CCc1ccc(NS(=O)(=O)c2ccc(N3CCCC3=O)cc2)cc1	7.8	-7.7	-1.4	-7.6	-20.8	-0.7	1.1	9.9
CCCSc1nnc(N2C(=O)CC(c3ccsc3)C3=C2CCCC3=O)s1 (configuration not stated)	19.0	-12.1	-3.5	-4.1	-12.1	5.6	9.1	2.4
CC(C)OC(=O)NS(=O)(=O)c1cccc([N+](=O)[O-])c1	8.7	1.6	-6.5	3.2	5.7	-5.2	-0.8	11.0
Cc1noc(NS(=O)(=O)c2ccc(NC(=O)c3cnc4n(c3=O)CCS4)cc2)c1C	5.7	6.9	3.8	-4.5	6.9	-3.2	95.4*	10.7
O=C(NC1=NCCS1)c1cccc(N2C(=O)c3ccccc3C2=O)c1	-0.9	-1.7	12.0	-7.5	-7.0	6.4	-2.4	1.4
Cc1ccc(NC(=O)CCNC(=O)c2ccco2)cc1F	2.8	0.3	-6.9	11.2	-1.1	-19.5	1.7	-13.4
CCN(CC(=O)NCc1cccs1)S(=O)(=O)c1cccc(Br)c1	2.5	4.1	-6.2	1.9	1.1	-6.3	0.3	-10.5
COC(=O)C1CN(C(=O)C(C)Oc2ccccc2F)c2ccccc2O1 (configuration not stated)	-5.7	-5.4	-0.8	-7.8	-45.0	3.4	8.0	-26.5
COc1ccccc1-c1nc(SCc2ccccn2)n[nH]1	4.2	0.6	2.1	9.0	-15.7	-3.3	6.3	-4.6
C=C(C)CNC(=S)N/N=C/c1c(F)cccc1F	5.8	10.0	1.3	6.1	6.2	-3.3	-15.2	-2.1
COc1ccc(N2CCN(c3nc(NC(C)(C)C)nc(N4CCCCC4)n3)CC2)cc1	8.7	-6.0	6.3	-4.4	15.7	16.2	9.0	13.3
COc1ccc(CNC(=O)CN2C(=O)C(c3ccccc3)Oc3cccnc32)cc1 (configuration not stated)	-4.6	-8.1	3.4	-1.6	-2.6	18.9	12.2	9.7
C/C(CC(=O)Nc1ccc2c(c1)OCCO2)=N\NC(=O)COc1ccc(C)cc1Br	7.3	2.5	-2.3	5.0	-18.2	11.2	19.6	-2.4
COc1ccc(C(=O)NCCCN2CCOCC2)cc1OC	4.2	2.2	-3.2	1.1	5.3	-4.7	3.1	15.1
O=C(CCl)N(Cc1cc(=O)[nH]c2ccccc12)c1ccccc1	-1.0	-3.8	32.0	9.3	1.1	10.0	-3.1	-70.4
CCCN1CCN(CCCNC(=O)c2ccc(CS(=O)c3ccccc3C)o2)CC1 (configuration not stated)	-3.3	-0.8	-8.8	-2.9	6.7	0.1	.	15.8
Cc1[nH]c2ccccc2c1SCc1ccccc1	0.5	11.3	3.0	8.9	5.5	2.9	-8.8	9.0
COC(=O)C(Oc1ccc2c(-c3ccc(OC)cc3)cc(=O)oc2c1)c1ccccc1 (configuration not stated)	-4.3	-14.1	8.8	-5.7	-2.7	7.3	-1.7	9.3
COc1ccc(C(CNC(=O)c2cc(S(=O)(=O)NCc3ccccc3)ccc2C)N2CCOCC2)cc1 (configuration not stated)	-12.5	-11.6	-5.7	2.0	-10.8	20.7	3.3	-15.0
COc1ccc(S(=O)(=O)N2CCCCC2)cc1NCC(=O)Nc1ccc(C)cc1	6.7	-3.4	-3.1	-5.2	4.2	-2.6	18.3	2.2
O=C(Cc1ncn[nH]1)NCCc1ccccc1	3.6	-7.0	-2.0	-0.6	2.7	-5.8	3.8	8.6
CSC1=C(C#N)C(c2ccc3c(c2)OCO3)C2=C(CCCC2=O)N1 (configuration not stated)	1.7	0.2	4.7	-2.7	3.2	0.9	-5.0	-8.2
COc1cccc(NC(=O)CCC2CCN(C(=O)c3ccc(C(C)=O)s3)CC2)c1	-3.5	7.5	-2.9	3.3	16.1	-6.5	9.3	16.3
COc1c(OC(C)=O)c(=O)n2c3ccccc3c3ccnc1c32	-0.6	6.0	5.5	5.8	2.5	-2.1	-4.1	24.0
COC(=O)c1ccc[n+](CC(=O)c2ccc(Br)cc2)c1	10.0	2.4	3.0	-2.5	5.6	8.1	2.2	21.5
CCCc1ccc2oc(C(=O)NCCN3CCCC(O)C3)c(C)c2c1 (configuration not stated)	-3.5	-3.6	-0.2	3.8	-22.2	11.3	9.0	-44.3
Cc1csc(NC(=O)Cc2ccccc2Cl)n1	-8.3	-12.2	4.0	-2.2	-25.6	2.4	-79.0	-17.8
Cc1c(C2(c3c(C)n(C)n(-c4ccccc4)c3=O)C(=O)Nc3ccc(F)cc32)c(=O)n(-c2ccccc2)n1C	4.3	-7.0	-4.8	-8.5	-11.4	2.3	9.9	-7.0
CCCn1nnc(NCc2ccc(OCc3cccs3)c(OC)c2)n1	0.6	-1.8	2.8	0.4	18.3	-1.8	10.8	7.7
COC(=O)[C@@H](N)CS	5.5	5.4	-20.4	-11.2	5.4	-5.6	-5.8	5.3
Cc1c(Br)c([N+](=O)[O-])nn1C(C)C(=O)Nc1nccs1 (configuration not stated)	-8.8	0.0	-7.9	1.3	22.7	-6.9	38.3	8.1
CCc1ccc(CNC(=O)C2CCN(S(=O)(=O)N3CCC(C)CC3)CC2)cc1	8.8	-0.6	-4.1	-3.2	-1.6	6.9	-5.0	-2.1
CC(C)C1C(C#N)=C(N)Oc2n[nH]c(-c3ccc4ccccc4c3)c21 (configuration not stated)	-0.4	0.6	0.5	4.6	35.7	15.2	-1.5	-93.0
Cc1cc(NS(=O)(=O)c2ccc(NC(=O)/C=C/c3cccc(Cl)c3)cc2)no1	4.3	8.9	-2.8	-19.8	9.5	18.0	-1.1	-38.5
O=C(Cn1c(CO)nc2ccccc21)NC1CCCCCC1	0.9	3.1	.	0.6	-0.9	-15.8	.	7.1
O=C(OCn1ncc(Cl)c(Cl)c1=O)c1ccc(C(F)(F)F)cc1	-2.3	-1.7	46.0*	3.2	3.6	12.8	0.2	-26.3
COc1ccc(C(=O)N2CCC(C(=O)O)CC2)c2ccccc12	0.1	6.3	-0.9	1.6	13.6	2.1	31.3	-1.3
COC(=O)CSc1ccc(S(=O)(=O)N2CCC(C)CC2)cc1[N+](=O)[O-]	0.8	1.2	6.9	10.0	7.5	3.3	8.0	5.4
Cc1cc(C2=CC(=O)C[C@H](c3ccc4c(c3)OCO4)C2)ccc1F	8.6	-0.5	0.2	-4.4	24.3	6.6	1.9	6.5
Cc1ccc(C2(CC(=O)O)CCOC(C)(C)C2)cc1 (configuration not stated)	4.4	2.6	-5.8	6.7	-4.0	-13.4	0.1	2.8
O=C1CN(c2cc(Cl)cc(Cl)c2)C(=O)CN1/N=C/c1cccnc1	-1.8	3.4	-3.7	-10.2	-11.9	-14.3	-8.3	-50.2
O=C(c1ccco1)N1CCC(c2nc3c(nnn3Cc3c(Cl)cccc3Cl)c(=O)[nH]2)CC1	-4.7	-5.9	2.5	6.2	-12.4	20.6	14.6	-17.3
COC(=O)Cn1c(SCc2ccccc2)nc2ccccc21	17.5	-11.7	1.8	-13.0	-17.4	-7.4	-4.2	-15.6
Cc1ccc(S(=O)(=O)NCc2ccccc2)cc1C(=O)NC1CCCCC1	0.9	-0.2	1.7	1.5	-11.5	15.0	-7.6	-2.4

Complete entries from above.
Profile of `O=C(c1ccco1)N1CCC(c2nc3c(nnn3Cc3c(Cl)cccc3Cl)c(=O)[nH]2)CC1` : SENP7 block = -4.7; SENP8 inh = -5.9; HKDC1 inhibitor = 2.5; UBC13 inh = 6.2; Jurkat NFkB inh = -12.4; Apaf-1 inh = 20.6; Gli-Sufu antag = 14.6; 697 NFkB inh = -17.3
Profile of `Cc1cc(C2=CC(=O)C[C@H](c3ccc4c(c3)OCO4)C2)ccc1F` : SENP7 block = 8.6; SENP8 inh = -0.5; HKDC1 inhibitor = 0.2; UBC13 inh = -4.4; Jurkat NFkB inh = 24.3; Apaf-1 inh = 6.6; Gli-Sufu antag = 1.9; 697 NFkB inh = 6.5
Profile of `O=C1CN(c2cc(Cl)cc(Cl)c2)C(=O)CN1/N=C/c1cccnc1` : SENP7 block = -1.8; SENP8 inh = 3.4; HKDC1 inhibitor = -3.7; UBC13 inh = -10.2; Jurkat NFkB inh = -11.9; Apaf-1 inh = -14.3; Gli-Sufu antag = -8.3; 697 NFkB inh = -50.2
